# HCMV inh: human cytomegalovirus inhibition; HFF cells, HCMV-luciferase reporter, 72 h; stronger effect = lower value; activity change, negative = inhibition, % at 57.5 µM; 4.5% of 410,000 active; AID 1259415; in the data active = activity change below about -60%; inconclusive = no clear call, values can overlap the other calls; inactive = above about -39%
#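 Two-dose cell screen: HFF monolayers treated with compounds and infected with luciferase-expressing HCMV at 1 PFU/cell, 72 h at 37C, then lysed for luciferase measurement.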
# AMA1-RON2 inh: inhibitors of Plasmodium falciparum AMA1-RON2 interaction. AID 720542. AlphaScreen AMA1-biotinylated RON2 peptide binding. 0.2% of 360,000 active. Potency, µM (series often up to 58.2 µM), without a hit: top-dose activity change, negative = inhibition, actives largely listed as inhibitors;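 note: potency is the fitted concentration of half-maximal effect; 0% = vehicle wells and -100% = peptide control; nearly all actives have a fitted effect of over 45% in size; some results filed as inactive show a strong effect at the top dose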
#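 AMA1 (3D7) with his tag at 25 nM final met compounds first, then biotinylated RON2 peptide at 25 nM; detection used donor plus acceptor beads, 10 µg/mL apiece, read by AlphaScreen after 30 min at room temperature.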
# AmpC inh no detg: blocks E. coli AmpC beta-lactamase in detergent-free assay; AmpC nitrocefin hydrolysis, absorbance 480 nm, 0.0001% Triton; Potency, µM (titrated, usually from 57.1 µM), for inactives: at the top dose activity change, negative = inhibition, most hits filed as inhibitors; 0.52% of 330,000 active;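 note: potency is the fitted concentration of half-maximal effect; plate controls were no compound for no effect and no enzyme for full effect; nearly all actives have a fitted effect of over 20% in size; some results filed as inactive show a strong effect at the top dose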
# Target sequence (P00811 whole entry, looked up): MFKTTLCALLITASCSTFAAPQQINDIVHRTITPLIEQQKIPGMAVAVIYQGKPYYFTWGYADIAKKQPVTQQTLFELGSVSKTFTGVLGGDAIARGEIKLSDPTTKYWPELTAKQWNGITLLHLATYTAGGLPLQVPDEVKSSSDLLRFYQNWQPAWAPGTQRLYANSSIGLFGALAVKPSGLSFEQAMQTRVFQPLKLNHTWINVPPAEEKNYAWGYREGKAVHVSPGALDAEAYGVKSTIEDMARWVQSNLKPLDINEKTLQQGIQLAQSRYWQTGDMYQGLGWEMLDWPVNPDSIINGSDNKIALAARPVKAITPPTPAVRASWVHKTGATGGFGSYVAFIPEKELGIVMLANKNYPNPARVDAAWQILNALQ
#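 20 mM phosphate pH 7.0 + 0.01% (detergent screen) or 0.0001% Triton X-100; 5.3 nM AmpC reagent; cpd preinc 15 min RT; nitrocefin (800 uM stock) to start; A480 q20 s × 4 min; Activity was normalised to no-enzyme and no-compound control wells.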
# AmpC inh detg: inhibitors of E. coli AmpC beta-lactamase with detergent; P00811; AmpC hydrolysis of nitrocefin, absorbance 480 nm, 0.01% Triton; Potency, µM (top dose mostly 114 µM), for the others: at the highest dose activity change, negative = inhibition, hits mostly inhibitors; 0.041% of 370,000 active; AID 485294;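 note: potency is the fitted concentration of half-maximal effect; 0% = no-compound wells and -100% = no-enzyme wells; nearly all actives have a fitted effect of over 25% in size; some results filed as inactive show a strong effect at the top dose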
#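 AmpC (5.3 nM in the dispensed reagent) in 20 mM phosphate pH 7.0 with 0.01% (detergent screen) or 0.0001% Triton X-100 was preincubated with compounds for 15 min at room temperature. Nitrocefin was then added from an 800 uM solution, and hydrolysis was followed at 480 nm.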
# LmPK inh: inhibitors of Leishmania mexicana pyruvate kinase | Potency, µM (doses to about 57.5 µM), inactives show top-dose activity change, negative = inhibition, hits mostly inhibitors | 0.37% of 290,000 active | purified LmPK, Kinase-Glo ATP luminescence, 1 h | AID 1721; note: potency is the fitted concentration of half-maximal effect
# Target sequence (Q27686 whole entry, looked up): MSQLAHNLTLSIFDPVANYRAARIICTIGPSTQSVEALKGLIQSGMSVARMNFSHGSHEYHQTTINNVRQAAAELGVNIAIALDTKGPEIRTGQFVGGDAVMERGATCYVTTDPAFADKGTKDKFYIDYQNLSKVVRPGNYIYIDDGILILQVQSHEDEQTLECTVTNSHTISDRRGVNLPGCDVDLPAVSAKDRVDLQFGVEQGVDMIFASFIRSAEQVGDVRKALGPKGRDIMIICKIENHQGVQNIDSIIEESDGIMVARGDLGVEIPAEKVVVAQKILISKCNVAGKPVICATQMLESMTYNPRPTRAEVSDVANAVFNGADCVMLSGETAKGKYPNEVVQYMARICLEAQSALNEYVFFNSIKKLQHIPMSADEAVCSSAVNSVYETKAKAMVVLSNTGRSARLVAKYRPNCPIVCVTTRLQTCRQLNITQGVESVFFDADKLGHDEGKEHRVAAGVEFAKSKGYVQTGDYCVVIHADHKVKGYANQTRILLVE
#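 Screened at intermediate enzyme activity to detect both inhibitors and activators: LmPK at 0.1 nM, with a 0.5 nM enzyme column as activation reference. PEP 0.5 mM, ADP 0.1 mM; ATP detected by luminescence after 1 h.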
# HCV inh: blocks hepatitis C virus; Huh7.5.1 HCVcc-Cre infection, luciferase reporter, 44 h; Potency, µM (top dose mostly 41.8 µM), for the others: top-dose activity change, negative = inhibition, most hits filed as inhibitors; 3.4% of 340,000 active; note: potency is the fitted concentration of half-maximal effect
#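 Cells (1,000/well) were plated 4 h before compound, then infected with HCVcc-Cre virus (~0.5 moi). After 44 h further culture, infection was read as luciferase luminescence following a 15 min substrate incubation at room temperature.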
# TbPYK inhibitor: inhibitors of Trypanosoma brucei pyruvate kinase | Potency, µM (titrated, usually from 76.8 µM), without a hit: at the highest dose activity, negative = inhibition, actives largely listed as inhibitors | TbPYK enzyme, Kinase-Glo Plus ATP luminescence, 45 min | 0.12% of 410,000 active | AID 624173; note: potency is the fitted concentration of half-maximal effect; nearly all actives have a fitted effect of over 50% in size
#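 Enzyme and substrate buffer are dispensed first and compound is pin-transferred. ADP at 130 uM final then starts the reaction, which runs 45 min at room temperature. Detection reagent is added for 10 min before luminescence is imaged.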
# * = called active by the depositor; ? = inconclusive; . = not tested or not shown; & = joins results of further samples; [ ] = dose if it differs, or a comment. Unless noted, calls come from the whole dose curve; as a rule, active = well fitted curve in the direction sought with a large enough effect; inconclusive = small, poorly fitted or top-dose-only effect, or another doubt; inactive = no such curve, though single readings can be large; an effect the other way counts as inactive or inconclusive. Unless noted, % is set by controls: 0 for no effect and ±100 for the full control effect.
SMILES,HCMV inh,AMA1-RON2 inh,AmpC inh no detg,AmpC inh detg,LmPK inh,HCV inh,TbPYK inhibitor
CCCN1C2CCCC1CC(NC(=O)c1ccc(OC)cc1)C2 (stereo not drawn),29,4%,-8%,-2%,2%,-20%,4%
Cc1ccc(/C=N/NC(=O)CSc2nnc(-c3ccccc3)n2-c2ccc(Cl)cc2)o1,-84*,18%,39%,-2%,0%,?,0%
COc1cc(NS(=O)(=O)c2ccc(NC(=S)NC(=O)c3ccco3)cc2)nc(OC)n1,-22,8%,-20%,-9%,9%,4%,-2%
O=C(O)c1ccc(NS(=O)(=O)c2cc(C(=O)O)ccc2Br)cc1,-5,-4%,-3%,?,4%,6%,-3%
CCOC(=O)COc1cc(OCC(=O)OCC)c2c(=O)cc(-c3ccccc3)oc2c1,2,1%,139%[activator],-6%,-1%,10%,3%
O=C(NCc1ccccc1Cl)C1CCCN(S(=O)(=O)c2cnc[nH]2)C1 (stereo not drawn),-33,-1%,-25%,-9%,1%,5%,0%
CCCCCCC1CC(=CN(C)C)C(=O)O1 (stereo not drawn),-37,-3%,.,.,.,.,-8%
Cc1c(Cl)cccc1NC(=S)NC(=O)c1ccccc1,?,103%[activator],.,.,.,.,-12%
Cn1ccnc1CC(O)(c1ccccc1)c1ccccc1,-12,-3%,-26%,-12%,3%,-10%,-3%
CCN1CCN(Cc2c(O)ccc3oc(C)c(C(=O)Nc4cccc(Cl)c4C)c23)CC1,-5,.,.,-5%,.,.,2%
O=C(NC1CC(=O)N(c2ccc(F)cc2)C1)C1CCCC1 (stereo not drawn),-12,.,.,3%,.,.,-6%
CNS(=O)(=O)c1cc(C(=O)OCC(=O)NC2CCCc3ccccc32)ccc1Cl (stereo not drawn),23,-13%,-17%,?,5%,-2%,-5%
O=C(NC(Cc1ccccc1)C(=O)O)OCC1c2ccccc2-c2ccccc21 (stereo not drawn),.,5%,-25%,-3%,6%,19%,-7%
CCOc1ccc2nc(SC3CC(=O)N(c4ccccc4)C3=O)sc2c1 (stereo not drawn),.,29%,-20%,1%,-3%,19%,0%
COc1ccccc1-c1nnc(C2CCN(C(=O)c3ccc(C)cc3)CC2)o1,1,.,.,6%,.,.,-3%
O=C1C=CCCC1,8,4%,1%,3%,.,-19%,3%
CCOc1ccc(NC(=O)N2CC=C(n3c(=O)[nH]c4ccccc43)CC2)cc1,-11,-2%,4%,4%,5%,-28%,0%
CCCC(CCC)=NNc1ccc(S(=O)(=O)Nc2ccccc2OC)cc1[N+](=O)[O-],-32,?,-3%,-6%,1%,15%,1%
COc1cc2cc(CN(C(=O)Nc3ccccc3)C3CCCC3)c(=O)[nH]c2cc1OC,4,-8%,27%,-11%,13%,-8%,10%
O=C(NNc1ccccn1)C(=O)NNS(=O)(=O)c1ccc(Cl)cc1,-15,65%[activator],-17%,1%,-3%,4%,0%
COc1cccc(C(C(=O)NC2CCCC2)N(C(=O)c2ccco2)c2ccccc2)c1OC (stereo not drawn),-30,2%,9%,-2%,7%,-5%,1%
CCOc1nc(C)ccc1-c1noc(-c2ccncc2)n1,32,-4%,3%,-11%,1%,-11%,-4%
COc1ccc(CCNC(=O)c2ccc(Br)cc2)cc1,2,-4%,-9%,2%,1%,11%,-4%
COc1ccc(CC(=O)N[C@@H]2c3ccccc3CC[C@H]2OCc2ccccc2)cc1,-17,-1%,-14%,.,.,?,0%
O=C(/C=C/c1cccs1)N1CCC2(CC1)Oc1ccc(F)cc1C(=O)C21CC(c2ccccc2)=NO1 (stereo not drawn),0,4%,12%,0%,5%,-10%,5%

# Next entries.
SMILES,HCMV inh,AMA1-RON2 inh,AmpC inh no detg,AmpC inh detg,LmPK inh,HCV inh,TbPYK inhibitor
OC(CNCc1cccc(Cl)c1)c1ccccc1 (stereo not drawn),24,3%,-20%,-14%,2%,14%,-2%
CC(=O)Nc1ccc(NC(=O)Cn2cnc3c(nnn3Cc3ccc(F)cc3)c2=O)cc1,?,1%,-4%,1%,0%,6%,7%
CC(C)C(=O)NNC(=O)c1csc(-c2cccs2)n1,-15,68%[activator],5%,1%,-4%,7%,7%
O=C(Nc1cccnc1)c1cccc(S(=O)(=O)N2CCOCC2)c1,-7,-3%,-8%,-11%,-3%,-1%,0%
Cc1cc(NC(=O)CSc2ccc3c(c2)OCCO3)no1,52,-7%,4%,-1%,5%,24%,5%
Cc1nc(Cc2nnc(SC(C)C(=O)Nc3ccccc3)o2)cs1 (stereo not drawn),-6,48%[activator],.,.,.,.,-7%
C=C(C)C1Cc2c(C)nn(-c3ccccn3)c2C1 (stereo not drawn),-32,44%[activator],16%,-7%,7%,-18%,-10%
CC(=O)C1=C(C)NC(SCC(=O)c2ccc(F)cc2)=C(C#N)C1c1ccco1 (stereo not drawn),38,1%,-20%,-12%,3%,?,-20%
COc1cc(/C=N/n2cnn(Cc3ccccc3Cl)c2=S)cc(OC)c1OC,?,-29%,87%[activator],?,3%,?,8%
CCOC(=O)CCc1c(C)n[nH]c1C,-3,8%,-14%,1%,7%,5%,-4%
O=c1c(-c2ccc([N+](=O)[O-])cc2)coc2c(O)c(O)ccc12,-14,3%,-37%,1%,-3%,?,-4%
Cc1ccc(C(=O)/C=C/NNC(=O)c2ccccc2O)cc1,17,99%[activator],-58%,-10%,6%,1%,0%
Cc1ccc(CNS(=O)(=O)c2c(C)nc3scc(C)n3c2=O)cc1,-15&13,0%,0%,?,-10%,19%,-11%&-1%
N[C@@H](CCC(=O)N[C@@H](CSN=O)C(=O)NCC(=O)O)C(=O)O,-8,92%[activator],-12%,-16%,.,19%,-1%
Cc1cc(C)n(Cc2ccccc2Cl)n1,-13,-4%,-9%,-10%,0%,-15%,-12%
O=C(COC(=O)c1cc(=O)[nH]c(=O)[nH]1)Nc1ccccc1F,-38,20%,-21%,.,.,11%,6%
CCOC(=O)c1nn(-c2cccc(OC)c2)c2nc(Nc3ccccc3)cc(=O)n12,22,-20%,173%[activator],?,5%,11µM*,8%
CCC(=O)N1c2ccc(S(=O)(=O)CCC(=O)NCc3cccc(OC)c3)cc2CC1C (stereo not drawn),4,.,.,-3%,.,.,2%
COc1cccc(-c2cc(C(=O)Nc3cnn(Cc4ccc(Cl)cc4Cl)c3)no2)c1,?,.,.,14%,.,.,-1%
CC(=O)Nc1ccc(NC(=O)c2cc(C3CC3)nc3c2cnn3C(C)C)cc1,-5,-5%,46%,-9%,.,10µM*,1%
CC(C)n1c(SCC(=O)Nc2ccccc2N2CCCCC2)nc2c1c(=O)n(C)c(=O)n2C,1,-3%,-14%,4%,5%,-21%,-13%
O=C(c1ccc(OCC2CCCO2)cc1)N1CCc2ccccc2C1 (stereo not drawn),118,-4%,30%,?,-5%,3%,-11%
O=C(CN1CCOc2ccccc21)NCc1ccco1,15,-2%,-11%,-3%,10%,7%,-2%
CCC(=O)Nc1cc(C(=O)OCC(=O)c2ccccc2)ccc1C,-5,-14%,-3%,0%,-3%,20%,0%
O=C(c1ccc2noc(-c3ccccc3)c2c1)N1CCN(c2ccccc2)CC1,-4,-21%,-3%,-14%,.,?,0%

# Only HCMV inh (six entries from above):
mol | HCMV inh
CCC(=O)Nc1cc(C(=O)OCC(=O)c2ccccc2)ccc1C | -5
Cc1cc(C)n(Cc2ccccc2Cl)n1 | -13
Cc1ccc(CNS(=O)(=O)c2c(C)nc3scc(C)n3c2=O)cc1 | -15&13
COc1cc(/C=N/n2cnn(Cc3ccccc3Cl)c2=S)cc(OC)c1OC | ?
CC(C)n1c(SCC(=O)Nc2ccccc2N2CCCCC2)nc2c1c(=O)n(C)c(=O)n2C | 1
O=C(CN1CCOc2ccccc21)NCc1ccco1 | 15

# (more compounds)
SMILES,HCMV inh,AMA1-RON2 inh,AmpC inh no detg,AmpC inh detg,LmPK inh,HCV inh,TbPYK inhibitor
Cc1ccc(/C=C2/N=C(c3ccccc3)NNC2=O)cc1,14,-9%,-43%,3%,-8%,4%,5%
CCOc1ccc(NC(=O)NCCCN2CCN(c3ccc(F)cc3)CC2)cc1,-20,.,.,15%,.,.,-5%
COC(=O)/C(=C/c1ccco1)NC(=O)c1ccc(Br)o1,-35,8%,-20%,-11%,2%,-6%,2%
NC(=O)Cc1ccc(C(=O)c2ccccc2F)s1,-12,-4%,-14%,6%,-2%,5%,-7%
O=C(O)c1c2c(nc3ccccc13)/C(=C/c1ccc(O)cc1)CC2,?,-23%,-22%,6%,-11%,18%,1%
O=C(COc1ccccc1[N+](=O)[O-])NC1CC1,61,-6%,-41%,-3%,-2%,6%,3%
Cc1ccc(CNC(=O)/C=C/c2ccccc2Cl)cc1,16,4%,-30%,-1%,0%,-7%,5%
Cc1occc1-c1nnc(SCCNCCO)o1,40,51%[activator],-18%,6%,0%,-6%,-15%
Cc1nn(Cc2ccccc2)c(C)c1CNC(=O)CN=C1NS(=O)(=O)c2ccccc21,12,27%,-16%,?,.,1%,0%
O=C(COC(=O)CC1CCCC1)Nc1cc2c(cc1Cl)C(=O)c1ccccc1C2=O,55,0%,-37%,?,-1%,?,2%
CC(=O)NCC(=O)OCC(=O)c1ccc(Br)cc1,-1,-9%,-15%,-1%,-2%,22%,3%
COC(=O)c1cn(NC(=O)Cc2ccccc2OC)c(=O)c2ccccc12,74,7%,-15%,-1%,5%,-12%,-3%
CC1=NN(c2nc(-c3ccccc3)cs2)C(=O)C1,9,86%[activator],-50%,-2%,-2%,4%,-5%
CCCCc1nc2sc3c(c2c(=O)n1NC(=O)c1ccco1)CC(C)(C)OC3,-8,3%,12%,3%,-4%,11%,-4%
O=[N+]([O-])c1ccc(N=Nc2c(O)[nH]c3ccc(F)cc23)cc1,-29,-22%,-26%,-4%,-8%,-21%,-21%
CC(=O)c1cccc(NC(=O)CCCSc2nc(-c3ccco3)cc(C(F)(F)F)n2)c1,-21,.,.,23%,.,.,13%

# Among those listed so far, these have a COOH group:
SMILES,HCMV inh,AMA1-RON2 inh,AmpC inh no detg,AmpC inh detg,LmPK inh,HCV inh,TbPYK inhibitor
O=C(O)c1ccc(NS(=O)(=O)c2cc(C(=O)O)ccc2Br)cc1,-5,-4%,-3%,?,4%,6%,-3%
O=C(NC(Cc1ccccc1)C(=O)O)OCC1c2ccccc2-c2ccccc21 (stereo not drawn),.,5%,-25%,-3%,6%,19%,-7%
N[C@@H](CCC(=O)N[C@@H](CSN=O)C(=O)NCC(=O)O)C(=O)O,-8,92%[activator],-12%,-16%,.,19%,-1%
O=C(O)c1c2c(nc3ccccc13)/C(=C/c1ccc(O)cc1)CC2,?,-23%,-22%,6%,-11%,18%,1%
